Bioassay records from PubChem BioAssay.
Rab9 promoter act = qHTS Assay for Rab9 Promoter Activators; hit rate 2.8% among 320,000; Potency, µM (titrated, usually from 9.22 µM), for inactives: top-dose activation, negative = inhibition, hits mostly activators; Huh7 Rab9 promoter-luciferase reporter, luminescence, 24 h; note: % of control where 0% means no effect; nearly all actives have a fitted effect of over 60% in size
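Promoter activation is measured as luciferase luminescence in Huh7 cells stably transfected with a Rab9 promoter–luciferase construct, following 24 h compound exposure at 37 °C and 10 min reagent incubation at ambient temperature.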
ELG1 genotoxic = qHTS screen for small molecules that induce genotoxicity in human embryonic kidney (HEK293T) cells expressing luciferase-tagged ELG1; Potency, µM (series often up to 46 µM), for the others: at the highest dose activity change, positive = activation, usual class: activators; hit rate 1.3% among 330,000; HEK293T ELG1-luciferase reporter, luminescence, 16 h; AID 504466, 2011; note: % of control where 0% means no effect; nearly all actives have a fitted effect of over 60% in size
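Quantitative HTS format in 1536-well plates. HEK293T ELG1-luciferase reporter cells receive test compound and are incubated 16 hr at 37 °C, 5% CO2; ONE-Glo added, 30 min room temperature, then luminescence read.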
uPA generation = qHTS for Inhibitors of Cell Surface uPA Generation | Potency, µM (highest dose often 38.3 µM), inactives show at the top dose activity change, negative = inhibition, actives largely listed as inhibitors | hit rate 0.31% among 330,000 | cell surface uPA generation assay, qHTS; active = well fitted inhibition curve with a large enough effect; inconclusive = small, poorly fitted or top-dose-only effect; inactive = no such curve, though single readings can be large or run the other way; tested in mouse RAW 264.7 cells; note: % is set by controls: 0 for no effect and ±100 for the full control effect; nearly all actives have a fitted effect of over 55% in size
MBNL1-CUG inh = qHTS Assay for Inhibitors of MBNL1-poly(CUG) RNA binding | TR-FRET MBNL1-His/biotin-(CUG)12 binding, 665/545 ratio | hit rate 0.036% among 280,000 | Muscleblind-like protein 1 (Homo sapiens), Q9NR56 | Potency, µM (top dose mostly 57.5 µM), without a hit: top-dose activity change, negative = inhibition, actives largely listed as inhibitors | AID 2675, 2010; active = well fitted inhibition curve with a large enough effect in the signal ratio, with a control signal flat, not every such curve was filed as active; inconclusive = small, poorly fitted or top-dose-only effect, or effect the other way, or a change in a side signal; inactive = no such curve, though single readings can be large or run the other way; the % refers to the signal ratio; note: % is set by controls: 0 for no effect and ±100 for the full control effect
Target sequence (Q9NR56 whole entry, looked up): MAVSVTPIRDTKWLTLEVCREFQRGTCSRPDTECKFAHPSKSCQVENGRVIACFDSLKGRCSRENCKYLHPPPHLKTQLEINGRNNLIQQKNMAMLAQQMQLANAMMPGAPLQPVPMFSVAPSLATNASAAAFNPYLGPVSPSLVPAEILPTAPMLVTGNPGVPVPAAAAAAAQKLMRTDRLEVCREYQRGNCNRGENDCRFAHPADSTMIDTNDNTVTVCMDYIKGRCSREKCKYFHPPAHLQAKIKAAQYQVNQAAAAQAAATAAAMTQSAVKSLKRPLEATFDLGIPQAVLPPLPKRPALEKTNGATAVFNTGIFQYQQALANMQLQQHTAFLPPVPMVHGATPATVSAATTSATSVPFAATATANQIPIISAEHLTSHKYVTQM
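MBNL1-His + Biotin-(CUG)12, cpd titration 92 nM–58 uM; Tb anti-His Ab 0.055 ng/ul, SA-XL665 5 nM (final); 60 min RT; ratiometric 665/545 nm, Ex 340 nm; normalized to buffer and full-complex controls.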
NPC1 prom act = qHTS Assay for NPC1 Promoter Activators; Huh7 NPC1 promoter luciferase reporter, 24 h; Potency, µM (series often up to 9.22 µM), for the others: at the top dose activation, usual class: activators; hit rate 2.4% among 320,000;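 note: % of control where 0% means no effect; nearly all actives have a fitted effect of over 60% in size; reporter is driven by a mutant NPC1 promoter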
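Stable NPC1-promoter luciferase Huh7 line; cpd (DMSO) 24 h, 37 °C, 5% CO2; Amplite luciferase reagent 10 min RT; luminescence readout. qHTS format.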
FLuc modulator = qHTS profiling assay for firefly luciferase inhibitor/activator using purifed enzyme and Km concentrations of substrates (counterscreen for miR-21 project) | purified FLuc, Km substrates, luminescence inhibition | Luciferin 4-monooxygenase (Photinus pyralis), P08659 | AID 588342, 2011 | hit rate 6.9% among 360,000 | Potency, µM (doses to about 57.5 µM), for the others: top-dose activity change, negative = inhibition, actives largely listed as inhibitors;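 note: plate controls were vehicle for no effect and reference inhibitor for full effect; nearly all actives have a fitted effect of over 55% in size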
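Purified P. pyralis luciferase, 10 nM final, with Km-level 10 uM D-luciferin and 10 uM ATP in 50 mM Tris acetate pH 7.5, 10 mM Mg acetate, 0.01% Tween-20, 0.05% BSA; 6-point qHTS titration about 60 µM downward; luminescence read.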
RORgamma inh = qHTS for inhibitors of ROR gamma transcriptional activity | Drosophila S2 Gal4-RORgamma UAS-luciferase reporter, 20 h | hit rate 5.4% among 310,000 | Potency, µM (top dose mostly 53.6 µM), inactives show top-dose activity change, negative = inhibition, hits mostly inhibitors | Nuclear receptor ROR-gamma (Mus musculus), P51450; note: % is set by controls: 0 for no effect and ±100 for the full control effect; nearly all actives have a fitted effect of over 60% in size
Target sequence (P51450 whole entry, looked up, the tested form may be a part): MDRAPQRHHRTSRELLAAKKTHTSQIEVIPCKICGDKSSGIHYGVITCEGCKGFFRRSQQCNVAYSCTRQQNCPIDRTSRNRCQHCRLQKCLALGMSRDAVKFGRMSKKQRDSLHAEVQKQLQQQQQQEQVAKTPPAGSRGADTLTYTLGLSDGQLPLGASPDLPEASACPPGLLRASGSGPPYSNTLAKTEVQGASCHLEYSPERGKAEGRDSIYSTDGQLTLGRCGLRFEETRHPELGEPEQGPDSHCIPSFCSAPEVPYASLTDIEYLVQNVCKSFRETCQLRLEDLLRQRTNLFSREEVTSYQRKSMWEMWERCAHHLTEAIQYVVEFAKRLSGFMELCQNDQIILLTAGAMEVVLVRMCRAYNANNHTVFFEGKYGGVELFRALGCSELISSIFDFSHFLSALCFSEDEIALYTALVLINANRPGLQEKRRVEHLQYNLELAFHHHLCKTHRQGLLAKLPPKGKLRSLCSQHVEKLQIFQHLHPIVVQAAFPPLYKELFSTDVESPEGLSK
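Read-out: Photinus luciferase luminescence; inhibitors lower reporter signal. Insect Schneider cells with Gal4-ROR gamma fusion under metallothionein promoter, UAS reporter; 700 uM final copper sulfate induction, 20 hr, ambient temperature.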
Gal4-VP16 FLuc = VP16 counterscreen qHTS for inhibitors of ROR gamma transcriptional activity. Drosophila S2 Gal4-VP16 UAS-luciferase, luminescence, 20 h. Potency, µM (highest dose often 53.6 µM), inactives show at the top dose activity, negative = inhibition, actives largely listed as inhibitors. hit rate 3.5% among 310,000;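 note: Gal4-VP16 expression switched on by copper sulfate through the metallothionein promoter; % is set by controls: 0 for no effect and ±100 for the full control effect; nearly all actives have a fitted effect of over 50% in size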
CXXC DNA block = qHTS Fluorescence Polarization Assay for Inhibitors of MLL CXXC domain - DNA interaction | MLL-CXXC / FITC-HOXA9 DNA fluorescence polarization | hit rate 0.037% among 290,000 | AID 2662, 2010 | Potency, µM (doses to about 115 µM), for inactives: at the highest dose activity change, negative = inhibition, actives largely listed as inhibitors; active = well fitted inhibition curve with a large enough effect in the polarisation, with a control signal flat, not every such curve was filed as active; inconclusive = small, poorly fitted or top-dose-only effect, or effect the other way, or a change in a side signal; inactive = no such curve, though single readings can be large or run the other way; the % refers to the polarisation
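Purified MLL-CXXC (added from a 7 uM solution) was preincubated 5 min at ambient with pinned compounds in 50 mM Tris-HCl pH 7.5, 50 mM NaCl, 1 mM DTT, 0.05% BSA. Fluorescein-labeled HOX-A9 DNA (50 nM solution) followed, 30 min, then polarization read.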
p53 reactivation = qHTS assay for re-activators of p53 using a Luc reporter; hit rate 0.063% among 320,000; AID 504706, 2011; Potency, µM (titrated, usually from 92.2 µM), for the others: top-dose activity change, positive = activation, usual class: activators; H1299 p53-A138V BP100-luciferase reporter, luminescence, 24 h; note: % of control where 0% means no effect; nearly all actives have a fitted effect of over 45% in size
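p53-null H1299 cells stably carrying temperature-sensitive p53-A138V and a BP100-luciferase reporter were pinned with compounds (4-point, 1:5 series) and held 24 hrs at 37 deg C. Luminescence was read 10 min after detection reagent.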
BRCA1 expr act = qHTS Assay to Identify Small Molecule Activators of BRCA1 Expression | MCF7-BRCA1-FFLuc reporter, luminescence, 48 h; response scale: scaled: vehicle 0%, 10 µM genistein 100% | Potency, µM (doses to about 46.1 µM), for inactives: at the top dose activation, usual class: activators | hit rate 1.1% among 380,000; note: nearly all actives have a fitted effect of over 80% in size; some results filed as inactive show a strong effect at the top dose
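Activators of BRCA1 expression were detected as increased firefly luciferase luminescence in engineered MCF7 cells after 48 h compound incubation. Signals were scaled to genistein 10 microM as full activation.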
The depositor's hits bear a star; ? = inconclusive; . = no result given; [ ] = remark or other dose. Unless noted, calls come from the whole dose curve; as a rule, active = well fitted curve in the direction sought with a large enough effect; inconclusive = small, poorly fitted or top-dose-only effect, or another doubt; inactive = no such curve, though single readings can be large; an effect the other way counts as inactive or inconclusive. Potency is the fitted concentration of half-maximal effect. These rows are one share of the data; the hit share may differ from the screen's.

SMILES	Rab9 promoter act	ELG1 genotoxic	uPA generation	MBNL1-CUG inh	NPC1 prom act	FLuc modulator	RORgamma inh	Gal4-VP16 FLuc	CXXC DNA block	p53 reactivation	BRCA1 expr act
C=CCn1c(-c2cc(Cl)ccc2OC)n[nH]c1=S	2%	-1%	8%	4%	-4%	5%	11µM*	18µM*	6%	-6%	-7%
COc1ccc([N+](=O)[O-])cc1NC(=O)c1ccc(-n2nc(C)cc2C)cc1	-2%	?	9%	5%	-10%	0%	0%	-8%	18%	-3%	11%
CCn1cc(C(=O)NC(C)C)c(=O)c2cc(F)c(N3CCN(C(=O)c4ccco4)CC3)cc21	-2%	-9%	-1%	0%	-1%	-2%	31%	7%	3%	-3%	-6%
Cc1sc(NC(=O)c2ccc3ncsc3c2)c(C(N)=O)c1C	1.6µM*	2.3µM*	0%	.	1.6µM*	1.1µM*	.	.	.	?	?
O=C(OCc1nc2ccc(Cl)cc2n1CCO)c1ccccc1	3%	2%	4%	-5%	1%	1%	11%	?	9%	-5%	-15%
O=C(N/N=C/c1ccc(-c2ccccc2)o1)c1ccccc1O	19%	0%	4%	.	11%	5.4µM*	?	0.63µM*	-4%	3%	10%
OCCN=c1cc(-c2ccccc2)oc2ccc(Cl)cc12	?	?	-13%	?	30%	-15%	2%	-12%	-10%	23%	56%
C=CCN1CCN(C(c2cc(OC)ccc2OC)c2nnnn2CC2CCCO2)CC1 (stereo not given)	-6%	-9%	2%	-17%	17%	-1%	0%	-2%	4%	0%	-14%
CCn1ccnc1CN(C)Cc1nc(-c2ccc3c(c2)OCO3)no1	?	?	-1%	4%	?	?	?	-19%	-34%	14%	?
C=CCn1c(Cc2csc(N)n2)nnc1SCC(=O)Nc1ccc(C(=O)OCC)cc1	2%	-1%	9%	3%	0%	?	-8%	13%[0.365 µM]	9%	-1%	32%
Cc1cccc(NC(=O)c2cc(-c3ccc(C)s3)nc3ccccc23)n1	0%	-9%	-7%	36%[activator]	3%	11µM*	-5%	-25%	-8%	-5%	-44%
Cc1ccc(CSc2nc3[nH]ncc3c(=O)[nH]2)cc1	?	?	?	-15%	?	13µM*	-19%	-16%	1%	1%	?

3 entries already listed, arranged by their value in p53 reactivation, smallest number first.
compound	p53 reactivation
Cc1cccc(NC(=O)c2cc(-c3ccc(C)s3)nc3ccccc23)n1	-5%
C=CCn1c(Cc2csc(N)n2)nnc1SCC(=O)Nc1ccc(C(=O)OCC)cc1	-1%
Cc1ccc(CSc2nc3[nH]ncc3c(=O)[nH]2)cc1	1%

Going on with the list.
SMILES	Rab9 promoter act	ELG1 genotoxic	uPA generation	MBNL1-CUG inh	NPC1 prom act	FLuc modulator	RORgamma inh	Gal4-VP16 FLuc	CXXC DNA block	p53 reactivation	BRCA1 expr act
Cc1ccn2c(=O)c(C(=O)O)cnc2c1	-8%	-4%	4%	2%	-5%	0%	3%	-2%	7%	1%	-27%
CCN(CC(=O)NCc1ccc(Cl)cc1)C(=O)NCc1ccc(Cl)cc1	4%	-14%	4%	3%	-1%	1%	40%	-1%	-8%	-3%	-18%
CC(C)CNC(=O)C1c2ccccc2Oc2ccccc21	-4%	1%	-6%	-1%	-6%	1%	-8%	0%	-20%	0%	0%
CCc1ccc2[nH]c(=O)c(CN(Cc3ccc(OC)cc3)Cc3nnnn3CCOC)cc2c1	3%	-14%	-7%	?	22%	3%	-30%	-15%	-4%	-3%	-34%
Cc1ccc2cc([N+](=O)[O-])ccc2n1	-2%	3%	-1%	?	-1%	-13%	6%	-11%	-6%	5%	0%
O=C(Nc1ccon1)c1cccc(Cl)c1	-3%	0%	.	-1%	0%	3%	-29%	9%	-7%	0%	1%
COc1ccc(CNC(=O)CCNS(=O)(=O)c2ccc(Br)s2)cc1	5%	0%	12%	-1%	-2%	0%	13%	-3%	-2%	1%	-2%
COc1cccc(-c2nnc(SCC(=O)N3CCCC3=O)n2-c2ccccc2)c1	-2%	2%	-2%	2%	1%	1%	6%	-4%	-5%	-6%	16%
O=C(COC(=O)c1ncc(Cl)c(Cl)c1Cl)Nc1ccc(Cl)cn1	-3%	-10%	1%	.	0%	2%	.	.	.	5%	-50%
Cn1ccnc1SCC(=O)c1ccc(C#N)cc1	1%	9%	-3%	10%	-3%	1%	-23%	-4%	-11%	7%	14%
COc1ccc(NC(=O)C2CC(c3ccc(Cl)cc3)=NO2)cc1 (stereo not given)	-1%	5%	3%	-2%	0%	2%	?	-20%	42%[activator]	.	-3%
Cn1c(-c2ccc(F)cc2)cnc1SCC(=O)Nc1ccccc1N1CCOCC1	1.3µM*	1.8µM*	1%	-4%	1.6µM*	0.95µM*	?	11%	4%	?	?
CC1C(=O)N2CCCc3cc(NS(=O)(=O)c4ccccc4)cc1c32 (stereo not given)	1%	2%	-2%	.	5%	0%	.	.	.	-17%	-19%
CC(=O)c1ccccc1OCc1ccc(C(=O)c2ccccc2)cc1	-6%	-3%	-8%	-9%	-6%	?	?	?	1%	10%	0%
COC(=O)c1ccc(NC(=O)C2CC(=O)N(c3ccc(C)cc3)C2)cc1 (stereo not given)	-4%	3%	-6%	-17%	1%	2%	4%	20%	0%	5%	78%
CC(C)CC(=O)/C=C/n1c(=S)oc2ccccc21	-46%[inhibitor]	-16%	-2%	.	-32%[inhibitor]	0.95µM*	-96%	11µM*	11%	2%	-96%
CSc1nc(C)cc(OCC(=O)n2nc(C)cc2C)n1	-4%	-2%	.	-5%	-2%	6%	7%	7%	15%	3%	7%
Cc1sc(CO)c(Sc2ccccc2)c1C(=O)O	5%	-1%	.	-6%	-3%	2%	0%	-4%	0%	3%	.
CC(=O)Nc1ccc(S(=O)(=O)NCc2csc(C)n2)cc1	2%	1%	8%	-3%	1%	-1%	-2%	-11%	-2%	3%	-1%
O=C(O)CCCC(=O)Nc1cccc([N+](=O)[O-])c1	-1%	-1%	.	?	-4%	-4%	1%	3%	-2%	-4%	14%
COc1cc(OC)nc(Oc2cccc(C(F)(F)F)c2)n1	-2%	-3%	0%	-3%	-1%	1%	16%	11%	10%	1%	4%
O=C(CSc1cccc2cccnc12)Nc1cc(C(=O)O)cc(C(=O)O)c1	10%	0%	4%	?	1%	-14%	-40%	1%	-7%	-6%	-27%
CC1CC(C)CN(C(=O)Cn2ncc3c([nH]c4ccccc43)c2=O)C1 (stereo not given)	-2%	-3%	-27%	4%	-1%	1%	-39%	-21%	6%	-4%	-41%
C#CCOc1ccc(C2C(C#N)=C(N)Oc3cc(O)ccc32)cc1 (stereo not given)	0%	-2%	0%	8%	-1%	-2%	1%	-3%	2%	.	-21%
CCOc1ccc(-c2nnc3ccc(SCC(=O)N4CCCCC4)nn23)cc1	-5%	-2%	15%	3%	4%	0%	11%	19%	-2%	3%	1%
COc1ccc(OC)c(C(Nc2ccccc2)P(=O)(OC(C)C)OC(C)C)c1 (stereo not given)	0%	-8%	2%	-3%	-4%	-1%	9%	-4%	1%	-2%	-31%
CCOc1ccc(-c2nnn(CC(=O)NCc3ccco3)n2)cc1OCC	2%	7%	-6%	6%	1%	1%	21%	-7%	0%	-12%	28%
CCC(O)c1cc2c(cc1NC(=O)c1ccc(C)cc1)OCCO2 (stereo not given)	2%	10%	8%	3%	17%	?	11%	?	-7%	6%	-6%
c1ccc2[nH]c(CSc3nc4ccccc4s3)nc2c1	23%	8%	-5%	-7%	29%	15µM*	20µM*	?	17%	?	65%
COc1cc(C(=O)OC(C)C(=O)NCC2CCCCC2)cc(NC(=O)c2ccco2)c1OC (stereo not given)	5%	-1%	-1%	-4%	-2%	-1%	1%	-5%	-1%	-1%	-97%
N#CCCN(C1CCCCC1)S(=O)(=O)CCOc1ccccc1	-1%	-2%	-5%	0%	-1%	3%	-7%	-1%	-13%	-5%	-7%
CCCCn1c(N)c(N(C)C(=O)c2cc3c(s2)CCCCC3)c(=O)[nH]c1=O	2%	4%	10%	.	-1%	-17%	.	.	.	1%	-19%
